# Screens from PubChem.
# PAFAH1B2 inh: PAFAH1B2 enzyme inhibitors, primary screen, biochemical, fluorescence polarization, human; Platelet-activating factor acetylhydrolase IB subunit alpha2 (Homo sapiens), P68402; actives 1.2% (n = 340,000); inhibition, % at 3.39 µM; AID 492953, 2010; recombinant PAFAH1B2, FP-rhodamine activity probe;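 active = inhibition above the mean of all tested compounds plus 3 SD, cut at about 24% in these data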;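 note: 0% = enzyme with DMSO and 100% = wells lacking PAFAH1B2; many of its hits are not listed in these tables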
# GSTO1 counter: inhibitors of recombinant GSTO1, primary screen, counter-screen for RBBP9 inhibitor project, biochemical, fluorescence polarization; Glutathione S-transferase omega-1 (Homo sapiens), P78417; AID 1974, 2009; activity-based probe fluorescence polarization; actives 1.1% (n = 300,000); inhibition, % at 5.96 µM;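 active = inhibition above the campaign mean inhibition plus 3 SD, cut at about 35% in these data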;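 note: 0% = GSTO1-1 with DMSO and 100% = wells lacking GSTO1-1 enzyme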
# pPAFAH FP inh: pPAFAH enzyme inhibitors, primary screen, biochemical, fluorescence polarization, human. recombinant pPAFAH, FP-rhodamine probe fluorescence polarization. inhibition, % at 3.39 µM. actives 1.5% (n = 330,000). AID 463082, 2010;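 active = inhibition above the mean inhibition across the screen plus 3 SD, cut at about 25% in these data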;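 note: inhibitors block binding of the rhodamine activity-based probe so polarization drops; 0% = enzyme with DMSO and 100% = wells lacking pPAFAH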
# LYPLA2 counter: LYPLA2 inhibitors, primary screen, counter-screen for PME1 inhibitor project, biochemical, fluorescence polarization, FP-Rh probe ABPP | AID 2177, 2009 | actives 0.38% (n = 320,000) | Acyl-protein thioesterase 2 (Homo sapiens), O95372 | inhibition, % at 5.9 µM | recombinant LYPLA2;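 active = inhibition above the screen-wide mean plus 3 SD, limit set per campaign, cut at about 26% in these data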;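 note: 0% = LYPLA2 with DMSO and 100% = wells lacking LYPLA2 enzyme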
# Target sequence (O95372 whole entry, looked up): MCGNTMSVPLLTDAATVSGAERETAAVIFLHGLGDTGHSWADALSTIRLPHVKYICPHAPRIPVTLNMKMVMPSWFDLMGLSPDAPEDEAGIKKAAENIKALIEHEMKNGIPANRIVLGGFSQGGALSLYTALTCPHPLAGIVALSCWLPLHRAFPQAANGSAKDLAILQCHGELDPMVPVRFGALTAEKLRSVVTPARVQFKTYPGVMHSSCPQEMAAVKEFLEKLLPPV
# PAFAH1B3 FP inh: PAFAH1B3 enzyme inhibitors, primary screen, biochemical, fluorescence polarization, human; recombinant PAFAH1B3, FP-rhodamine probe; inhibition, % at 3.39 µM; actives 0.28% (n = 340,000); AID 492972, 2010;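 active = inhibition above the screen-wide average of all tested compounds plus 3 SD, cut at about 25% in these data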;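 note: 0% = enzyme with DMSO only and 100% = wells lacking PAFAH1B3 protein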
# Target sequence (Q15102 whole entry, looked up): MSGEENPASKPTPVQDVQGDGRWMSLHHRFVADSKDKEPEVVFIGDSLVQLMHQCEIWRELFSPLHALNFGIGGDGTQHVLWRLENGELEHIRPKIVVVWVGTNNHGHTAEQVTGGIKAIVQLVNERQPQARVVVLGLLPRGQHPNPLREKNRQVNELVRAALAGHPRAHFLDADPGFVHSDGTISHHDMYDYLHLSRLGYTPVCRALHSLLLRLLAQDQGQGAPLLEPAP
# PREPL inh: PREPL enzyme inhibitors, primary screen, biochemical, fluorescence polarization | Prolyl endopeptidase-like (Homo sapiens), Q4J6C6 | recombinant PREPL, fluorescence polarization activity-based probe | inhibition, % at 5.96 µM | actives 0.68% (n = 320,000) | AID 2751, 2010; in the data active = inhibition above about 43%;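 note: 0% = enzyme with DMSO and 100% = wells lacking enzyme; many of its hits are not listed in these tables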
# PAD4 inh: human PAD4 inhibitors, primary screen, biochemical, fluorescence polarization, 1536-well format. Protein-arginine deiminase type-4 (Homo sapiens), Q9UM07. recombinant PAD4, RCA probe fluorescence polarization. inhibition, % at 6.36 µM. actives 0.41% (n = 330,000). AID 485272, 2010;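 active = percent inhibition above a cutoff equal to the mean of all tested compounds plus 3 SD, cut at about 15% in these data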;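 note: 0% = PAD4 with RCA probe and DMSO and 100% = probe without PAD4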
# LYPLA1 inh: LYPLA1 inhibitors, primary screen, counter-screen for PME1 inhibitor project, biochemical, fluorescence polarization, FP-Rh probe ABPP; Acyl-protein thioesterase 1 (Homo sapiens), O75608; recombinant LYPLA1; inhibition, % at 5.9 µM; actives 0.16% (n = 320,000); AID 2174, 2009;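 active = inhibition above the mean of all tested compounds plus 3 SD, set per campaign, cut at about 14% in these data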;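 note: inhibitors block serine hydrolase probe labeling of LYPLA1 so polarization falls; 0% = enzyme with DMSO and 100% = wells lacking LYPLA1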
# PME-1 inh: PME-1 inhibitors via competitive probe labeling, primary screen, biochemical, fluorescence polarization, FP-Rh probe, HTS; recombinant PME-1; inhibition, % at 5.9 µM; actives 0.53% (n = 320,000); AID 2130, 2009;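 active = inhibition above the campaign mean of all compounds plus 3 SD, cut at about 26% in these data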;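 note: competitive labeling of PME-1 active site by serine hydrolase directed probe; 0% = PME-1 with DMSO and 100% = wells lacking PME-1 enzyme; inhibitors block probe labeling so polarization falls and inhibition rises; many of its hits are not listed in these tables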
# Target sequence (Q9Y570 whole entry, looked up): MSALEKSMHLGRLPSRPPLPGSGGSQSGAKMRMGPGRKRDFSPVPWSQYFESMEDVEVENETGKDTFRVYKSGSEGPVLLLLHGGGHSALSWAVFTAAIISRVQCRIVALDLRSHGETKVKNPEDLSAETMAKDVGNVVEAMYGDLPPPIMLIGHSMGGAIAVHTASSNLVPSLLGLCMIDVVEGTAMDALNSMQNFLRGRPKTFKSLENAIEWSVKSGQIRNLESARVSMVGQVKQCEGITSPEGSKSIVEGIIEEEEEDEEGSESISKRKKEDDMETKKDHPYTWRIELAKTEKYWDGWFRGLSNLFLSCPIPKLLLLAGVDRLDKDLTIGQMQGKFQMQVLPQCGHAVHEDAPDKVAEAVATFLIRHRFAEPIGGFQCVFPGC
# The depositor's hits bear a star; / = not tested or not shown. An excerpt; the hit share may differ from the screen's.
SMILES,PAFAH1B2 inh,GSTO1 counter,pPAFAH FP inh,LYPLA2 counter,PAFAH1B3 FP inh,PREPL inh,PAD4 inh,LYPLA1 inh,PME-1 inh
CC(Cc1ccccc1)NCCC(=O)NC(C)Cc1ccccc1 (centres undefined),-1,3,8,-7,6,-15,-1,2,-10
COc1ccc(C(=O)Nc2cccc(S(=O)(=O)NCc3ccco3)c2)cc1,0,/,-1,/,-1,4,-8,/,/
COC(=O)C1=C(c2ccc(S(C)(=O)=O)cc2)C[C@@H]2CC[C@H]1N2C(=O)NCCCOC(C)C,0,2,-1,0,8,5,0,-2,1
O=C1NC(=O)N(c2ccccc2)C(=O)/C1=C/c1ccc(Sc2ccccc2)o1,60*,0,4,-10,6,-6,-3,-4,-16
N#CC1(c2ccccc2)CCN(C2CC(=O)N(c3ccc4c(c3)OCO4)C2=O)CC1 (centres undefined),6,-5,-8,-2,1,-20,-4,3,-2
COc1cc(C(CN)CC(=O)O)ccc1O (centres undefined),0,16,-3,4,-1,1,-7,2,-5
COC(=O)C1=C(c2ccc(F)cc2F)C[C@@H]2CC[C@H]1N2C(=O)NCc1ccc(F)cc1,-3,/,-3,-2,-3,-23,0,1,-1
CCOc1c(Cl)cc(CNCCc2c[nH]c3ccccc23)cc1OC,-1,-7,2,-3,4,-61,5,1,4
CCCCn1c(=O)c(C(=O)NCCc2ccccc2)c(O)c2ccccc21,0,0,-2,-2,6,-5,2,-3,-3
COC(=O)C1=C(c2ccc3ccccc3c2)C[C@@H]2CC[C@H]1N2C(=O)N1CCCCC1,0,/,2,3,-2,-21,-1,2,-7
O=c1c2ccccc2nc(-c2ccccc2)n1-c1nccs1,2,-4,3,2,3,-7,2,-2,6
c1cncc(C2CCCCN2Cc2ccc3c(c2)OCO3)c1 (centres undefined),0,-6,7,-2,0,-9,-6,6,-11
Fc1cccc(C2NCc3ccccc3-n3cccc32)c1 (centres undefined),6,-4,3,0,3,-4,2,-2,0
Cc1nn(Cc2ccccc2)c(Cl)c1C(=O)OC(C)C(=O)Nc1ccc(F)cc1Cl (centres undefined),-1,-1,-2,2,-2,-2,1,-1,1
CCOc1cc(CNCCc2c[nH]c3ccccc23)cc(Cl)c1OC,2,0,7,-5,1,-85,-1,-2,0

# Looked up above:
# Value of N#CC1(c2ccccc2)CCN(C2CC(=O)N(c3ccc4c(c3)OCO4)C2=O)CC1 (centres undefined) in GSTO1 counter: -5
# Value of Cc1nn(Cc2ccccc2)c(Cl)c1C(=O)OC(C)C(=O)Nc1ccc(F)cc1Cl (centres undefined) in LYPLA1 inh: -1

# 2 compounds picked at random from the list so far:
SMILES,PAFAH1B2 inh,GSTO1 counter,pPAFAH FP inh,LYPLA2 counter,PAFAH1B3 FP inh,PREPL inh,PAD4 inh,LYPLA1 inh,PME-1 inh
CCOc1c(Cl)cc(CNCCc2c[nH]c3ccccc23)cc1OC,-1,-7,2,-3,4,-61,5,1,4
COC(=O)C1=C(c2ccc(F)cc2F)C[C@@H]2CC[C@H]1N2C(=O)NCc1ccc(F)cc1,-3,/,-3,-2,-3,-23,0,1,-1

# (more compounds)
SMILES,PAFAH1B2 inh,GSTO1 counter,pPAFAH FP inh,LYPLA2 counter,PAFAH1B3 FP inh,PREPL inh,PAD4 inh,LYPLA1 inh,PME-1 inh
Cn1c(=O)cc(SCC(=O)N2CCC3(CC2)OCCO3)c2ccc(Cl)cc21,10,5,2,-1,0,12,2,-3,5
C=CCN1CC[C@]23c4c5ccc(O)c4OC2C(=O)CC[C@@]3(O)C1C5 (some centres undefined),10,4,1,9,3,-1,-2,1,1
CC(=O)N1CC(=O)Nc2ccc(Cl)cc2C1c1ccc(F)cc1 (centres undefined),5,1,1,1,11,9,-3,2,-4
CN(C)CP(=O)(Nc1ccccc1)N(C)C (centres undefined),2,5,-3,4,2,5,-5,-4,1
CCOc1ccc2nc(N=Nc3c(O)[nH]c(=O)[nH]c3=O)sc2c1,8,-2,2,5,7,-3,-4,5,-1
CCOC(=O)C1CCCCC12C(C#N)=C(N)Oc1n[nH]c(C)c12 (centres undefined),7,-3,2,0,2,0,-15,-1,-2
Oc1c(Cl)cc(Cl)cc1CN1CCN(Cc2ccccc2)CC1,2,-2,5,3,7,8,3,4,3
C[N+](C)(N)CCOC(=O)C(O)(c1ccccc1)C1CCCCC1 (centres undefined),2,3,0,0,6,-5,1,-1,0
COCCNC(=O)c1c(NC(=O)c2ccc(Br)o2)n(Cc2ccccc2)c2nc3ccccc3nc12,0,77*,-3,-10,2,0,54*,-2,19
CCOP(=O)(CN(CC)CCNP(=O)(OCC)OCC)OCC,2,-3,-4,0,-1,7,1,-2,-1
COc1ccc(C(=O)NC(=S)N2C[C@H]3C[C@H](C2)c2cccc(=O)n2C3)cc1,-1,-6,6,9,-10,13,6,4,-2
CCC(C)NC(=O)CN1C(=O)CN=C(c2ccccc2)c2ccccc21 (centres undefined),0,-1,1,0,7,9,-1,1,4
C=CCn1c(O)c(/C=N/N2CCOCC2)c(=O)[nH]c1=S,-1,0,-2,-4,-2,-4,-5,-3,-2
CC(=NCCC1=CCCCC1)c1c(O)n(-c2ccccc2)c(=O)[nH]c1=O,/,10,6,6,/,2,3,1,-4
CC(=O)Nc1ccc(N=Cc2c(O)n(Cc3ccco3)c(=O)[nH]c2=O)cc1,/,11,0,10,/,3,0,-1,5
NN=C(N)N,-3,2,1,-2,2,4,0,-2,0
O=C(O)c1ccc(N=Cc2c(O)n(Cc3ccc(F)cc3)c(=O)[nH]c2=O)cc1,13,12,1,-7,3,14,-6,-2,-3
CN(C)c1ccc(/C=C2\C(=O)NC(=O)N(CCc3ccc(F)cc3)C2=O)cc1,6,23,8,2,-5,-2,-7,-4,-3
COc1ccc(CCn2c(O)c(C=NCCCn3ccnc3)c(=O)[nH]c2=O)cc1OC,1,-1,6,8,1,-2,1,3,-3
O=C1CN=C(c2ccccc2)c2ccccc2N1Cc1ccc(C(F)(F)F)cc1,59*,0,3,2,1,17,-2,1,1
CCC(=NCCCN1CCOCC1)c1c(O)n(-c2ccccc2C)c(=O)[nH]c1=O,0,6,-1,0,-4,16,-1,0,-2
OC1CCCCC1N1CCC(c2ccccc2)CC1 (centres undefined),-4,1,-2,4,9,0,5,0,-7
Cc1ccccc1N,-4,/,1,0,2,-2,1,0,-1
Cc1ccc(-n2c(/C=C/c3ccc4c(c3)OCO4)nc3ccccc3c2=O)cc1,/,-3,4,2,/,12,-5,-1,0
O=S1(=O)N(CCN2CC=C(c3c[nH]c4cc(F)ccc34)CC2)c2cccc3c2N1CCC3,2,-2,-1,-2,6,13,-15,-5,-6
CCOP(=O)(OCC)C(NC(=O)c1ccccc1C)C(Cl)(Cl)Cl (centres undefined),-3,4,2,0,18,4,0,1,5
O=c1c2ccccc2nc(-c2ccccc2)n1-c1ccncc1,-1,8,2,-6,4,10,-1,2,0
COC1C(OC(=O)c2ccc(C)[nH]2)C(O)C(Oc2ccc3c(O)c(NC(=O)c4ccc(O)c(CC=C(C)C)c4)c(=O)oc3c2Cl)OC1(C)C (centres undefined),0,0,18,-7,17,8,-4,-6,0
c1ccc(CNC2=NCCS2)cc1,0,-1,4,-2,1,-10,0,-2,1
Fc1ccc(C2NCCc3[nH]cnc32)cc1 (centres undefined),0,2,2,0,-1,6,1,-1,-1
Cc1ccc(S(=O)(=O)c2nc(-c3ccccc3Cl)oc2N(C)C2CCN(C)CC2)cc1,2,/,-1,/,12,-11,-5,/,/
O=C(c1ccc(N2CC3CC(C2)c2cccc(=O)n2C3)c([N+](=O)[O-])c1)N1CCCCC1 (centres undefined),-1,-2,-1,-1,2,13,-2,1,5
O=C1NC(=O)N(c2ccccc2)C(=O)/C1=C/C=C/c1ccco1,4,12,14,-6,-4,4,-3,1,-14
O=c1c2ccccc2nc(-c2ccccc2)n1-c1ccccc1,2,-2,4,6,3,-2,-2,4,-1
O=C1NC(=S)N(c2ccc(F)cc2)C(=O)/C1=C/c1ccco1,/,3,83*,7,/,17,-11,-11,-17
CCCCn1c(O)c(C(C)=Nc2ccc3c(c2)CCC3)c(=O)[nH]c1=O,-4,-4,3,7,6,2,0,-2,-2
CCC12CN3CCN(CC(C3)/C1=N/NC(=O)c1ccncc1)C2,1,1,0,-1,3,-8,-5,0,-5
Cc1cccnc1NC1=NCC(C)S1 (centres undefined),-4,-7,3,2,-2,2,-1,4,4
O=c1[nH]c(=O)n(Cc2ccccc2)c(O)c1C=NCCN1CCNCC1,-5,-8,-6,1,-4,6,6,-2,1
CC(C(=O)O)N(C(=O)c1ccccc1)c1ccc(F)c(Cl)c1 (centres undefined),9,1,0,4,6,-2,0,-1,-4
Clc1cccc(CN2CCCCC2c2cccnc2)c1 (centres undefined),7,-2,2,2,0,-12,4,0,0
CCOC(=O)C1(CCOc2ccccc2)CCN(C2Cc3ccccc3C2)CC1,-1,-6,-4,-7,2,-12,0,1,-1
COc1cc(OC)c(OC)cc1CNCCc1cccc(F)c1,-3,3,3,-2,9,13,-1,2,0
COc1ccc(CC2(CCc3ccncc3)C(=O)NC(=O)NC2=O)cc1,-3,-7,6,7,5,-3,-3,2,0
CCOP(=O)(OCC)C(NC(C)=O)C(Cl)(Cl)Cl (centres undefined),5,8,3,-2,4,-8,2,-6,3
CCOC(=O)C(O)(c1ccc(N(CC)C(=O)COc2ccccc2)cc1)C(F)(F)F (centres undefined),0,6,0,2,6,-9,2,0,1
Cc1ccc(NP(=O)(c2ccccc2)c2nc3ccccc3s2)cc1 (centres undefined),5,-3,1,4,12,-24,-5,0,-3
O=[N+]([O-])c1cc(Cl)c(Cl)cc1Cl,4,/,2,-4,-1,7,0,-1,4
COC(=O)C1=C(c2ccc(OC)c(OC)c2)C[C@@H]2CC[C@H]1N2C(=O)NCCc1ccccc1,2,/,3,1,12,13,1,3,1
CCCCn1c(=O)c(C(=O)Nc2ncccc2C)c(O)c2ccccc21,1,5,3,0,1,-1,-8,-2,-6

# Some of these compounds in order of length of the SMILES, rising.
SMILES,PAFAH1B2 inh,GSTO1 counter,pPAFAH FP inh,LYPLA2 counter,PAFAH1B3 FP inh,PREPL inh,PAD4 inh,LYPLA1 inh,PME-1 inh
c1cncc(C2CCCCN2Cc2ccc3c(c2)OCO3)c1 (centres undefined),0,-6,7,-2,0,-9,-6,6,-11
CCOP(=O)(CN(CC)CCNP(=O)(OCC)OCC)OCC,2,-3,-4,0,-1,7,1,-2,-1
Cc1ccc(-n2c(/C=C/c3ccc4c(c3)OCO4)nc3ccccc3c2=O)cc1,/,-3,4,2,/,12,-5,-1,0
